High-throughput results from PubChem BioAssay.
12-LOX inh: inhibitors of human 12S-lipoxygenase ALOX12. purified 12hLO, xylenol orange hydroperoxide absorbance. Potency, µM (top dose mostly 108 µM), without a hit: at the highest dose activity change, negative = inhibition, actives largely listed as inhibitors. 580,000 tested, 1.1% active; also: potency is read from the fitted curve at half-maximal effect; % is scaled to controls: 0 for no effect and ±100 for the full control effect
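Purified human 12hLO (150 nM final) in 25 mM Hepes, 0.01% Triton X-100, pH 7.0 was preincubated 15 min at room temperature with compound. Then 40 uM arachidonic acid was added, 30 min. Hydroperoxide was read by Fe-XO absorbance ratio 573/405 nm.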
PI4K2A inh: inhibitors of human PI4K2A | AID 1346378 | activity change, negative = inhibition, % at 76.9 µM | 420,000 tested, 0.13% active | Q9BTU6 | purified PI4K2A, ADP-Glo luminescence, 1 h; active compounds read low; in the data active = activity change below about -50%; inconclusive = mostly about -30% to -49%;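 also: -100% = wells without enzyme as full effect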
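ADP-Glo luminescence measured ADP generated by PI4K2A enzyme (4 ug/mL before mixing) with 1.2 mM PI substrate (pre-mix) and 300 microM ATP (pre-mix). Tris pH7.5 buffer with MgCl2, Triton X-100; 1 h reaction at ambient temperature.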
RGS4 inhibitor: blocks human RGS4-accelerated GTP hydrolysis | P49798 | Transcreener GDP fluorescence polarization, RGS4-accelerated GTP hydrolysis | Potency, µM (titrated, usually from 114 µM), for the others: at the top dose activity change, negative = inhibition, hits mostly inhibitors | 390,000 tested, 0.039% active; also: potency is read from the fitted curve at half-maximal effect; % is scaled to controls: 0 for no effect and ±100 for the full control effect; nearly all actives have a fitted effect of over 75% in size; some results filed as inactive show a strong effect at the top dose
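MLSMR compounds (23 nl, pin-transferred) preincubated 10 min at room temperature with a 500nM (2x) first reagent, then RGS4 at 900nM (2x) plus Transcreener GDP mix added; fluorescence polarization (620/688 nm) read before and after 90 min at 30 °C.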
G9a block: blocks human histone lysine methyltransferase G9a; AID 504332; 350,000 tested, 8.8% active; Q96KQ7; Potency, µM (highest dose often 102 µM), inactives show at the top dose activity, negative = inhibition, most hits filed as inhibitors; G9a H3K9 monomethylation, AlphaScreen, 2 h; also: potency is read from the fitted curve at half-maximal effect; % is scaled to controls: 0 for no effect and ±100 for the full control effect; nearly all actives have a fitted effect of over 75% in size
Target sequence (Q96KQ7 913-1193 limits assumed): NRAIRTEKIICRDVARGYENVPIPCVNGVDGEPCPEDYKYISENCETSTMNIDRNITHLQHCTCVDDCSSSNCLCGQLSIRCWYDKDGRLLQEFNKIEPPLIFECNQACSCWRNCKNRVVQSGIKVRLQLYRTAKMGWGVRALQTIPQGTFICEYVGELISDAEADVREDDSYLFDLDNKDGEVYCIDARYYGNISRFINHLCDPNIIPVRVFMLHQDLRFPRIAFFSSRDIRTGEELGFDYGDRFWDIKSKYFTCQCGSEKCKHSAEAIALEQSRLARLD
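Signal arises when biotinylated H3K9 peptide, once monomethylated, bridges streptavidin donor and antibody-captured acceptor beads. Enzyme at 20 nM was preincubated 15 min with test compounds; peptide 500 nM and SAM 20 uM then reacted for 2 h.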
BAZ2B inh: inhibitors of human BAZ2B bromodomain; Potency, µM (doses to about 114 µM), for the others: at the top dose activity change, negative = inhibition, usual class: inhibitors; 360,000 tested, 4.4% active; AlphaScreen BAZ2B-H3K14Ac peptide displacement; Q9UIF8; also: potency is read from the fitted curve at half-maximal effect; % is scaled to controls: 0 for no effect and ±100 for the full control effect; nearly all actives have a fitted effect of over 60% in size
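Compounds, titrated to a top concentration of 110 uM, were incubated 30 min at room temperature with preformed BAZ2B/acetyl-K14 H3 peptide complex (50 nM each). Proximity signal was measured by AlphaScreen after 20 min with beads.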
HP1b chromo inh: blocks HP1-beta chromodomain binding to methylated histone tails; 390,000 tested, 0.56% active; Potency, µM (doses to about 114 µM), inactives show at the highest dose activity change, negative = inhibition, actives largely listed as inhibitors; AID 540317; AlphaScreen HP1-beta / biotin-H3K9me3 peptide binding; P83916; also: potency is read from the fitted curve at half-maximal effect; nearly all actives have a fitted effect of over 70% in size; inactives centre near 23
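AlphaScreen: HP1-beta (50 nM) preformed 30 min with biotin-H3(1-18)K9me3 peptide (50 nM) in PBS pH 7.4, 0.01% Tween-20. Compound added for 30 min at RT, then streptavidin donor/nickel chelate acceptor beads (10 ug/mL) for 30 min.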
JMJD2A Tudor inh: blocks the human JMJD2A Tudor domain. O75164. AlphaScreen JMJD2A-Tudor / H3K4me3 peptide binding. Potency, µM (highest dose often 114 µM), inactives show at the top dose activity change, negative = inhibition, actives largely listed as inhibitors. 390,000 tested, 4.4% active. AID 504339; also: potency is read from the fitted curve at half-maximal effect; % is scaled to controls: 0 for no effect and ±100 for the full control effect; nearly all actives have a fitted effect of over 50% in size
ERG-DNA inh: ERG Ets/DNA interaction inhibition; Potency, µM (doses to about 76.9 µM), for the others: top-dose FP activity, negative = inhibition, hits mostly inhibitors; P11308; fluorescence polarization, His-ERG Ets domain / labelled DNA; 370,000 tested, 0.028% active; AID 624246; active = well fitted inhibition curve with a large enough effect in the polarisation, with a control signal flat; inconclusive = small, poorly fitted or top-dose-only effect, or effect the other way, or a change in a side signal; inactive = no such curve, though single readings can be large or run the other way; the % refers to the polarisation;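 also: polarization taken with two DNA probes labelled with fluorescein and Texas red; potency is read from the fitted curve at half-maximal effect; % of control where 0% means no effect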
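His-tagged ERG Ets domain (1 uM in the protein solution; 300mM KCl, 50mM Tris-HCl, 1mM EDTA, 1mM DTT, pH 7.5) received compound, then a probe mix of 5 nM fluorescein-DNA and 100nM Texas-615-DNA. Fluorescence polarization was read for both dyes.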
GLS inhibitor: glutaminase GLS (human) inhibition; GLS enzymatic activity, qHTS titration; Potency, µM (titrated, usually from 45.5 µM), without a hit: at the top dose activity change, negative = inhibition, actives largely listed as inhibitors; O94925; 410,000 tested, 0.21% active; also: potency is read from the fitted curve at half-maximal effect; % is scaled to controls: 0 for no effect and ±100 for the full control effect
Target sequence (O94925 whole entry, looked up): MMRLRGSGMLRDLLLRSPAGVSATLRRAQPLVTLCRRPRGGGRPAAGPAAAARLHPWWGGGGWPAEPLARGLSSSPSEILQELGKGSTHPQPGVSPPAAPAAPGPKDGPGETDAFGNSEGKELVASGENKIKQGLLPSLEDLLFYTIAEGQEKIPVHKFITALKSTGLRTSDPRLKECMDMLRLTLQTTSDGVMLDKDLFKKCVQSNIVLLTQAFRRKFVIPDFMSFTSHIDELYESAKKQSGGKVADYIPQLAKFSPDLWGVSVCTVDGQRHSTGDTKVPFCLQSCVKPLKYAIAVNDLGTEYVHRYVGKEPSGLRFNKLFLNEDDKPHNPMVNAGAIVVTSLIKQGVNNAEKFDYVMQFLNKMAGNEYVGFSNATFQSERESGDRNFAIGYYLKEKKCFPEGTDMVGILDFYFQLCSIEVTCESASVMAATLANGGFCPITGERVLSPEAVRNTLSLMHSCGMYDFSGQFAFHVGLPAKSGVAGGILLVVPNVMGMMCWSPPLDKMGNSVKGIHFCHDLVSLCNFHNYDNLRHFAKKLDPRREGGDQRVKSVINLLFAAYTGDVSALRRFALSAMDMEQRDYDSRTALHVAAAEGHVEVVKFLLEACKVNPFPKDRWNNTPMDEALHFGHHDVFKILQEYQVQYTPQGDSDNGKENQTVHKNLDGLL
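Compounds were pin-transferred onto hKGA, after which L-glutamine (1 mM solution) and a detection mix of glutamate oxidase, HRP and Amplex Red were added. Initial and 30 min RT fluorescence reads were collected.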
* = called active by the depositor; ? = inconclusive; . = no result given; & = joins results of further samples; [ ] = dose if it differs, or a comment. Unless noted, calls follow the shape of the dose curve; as a rule, active = well fitted curve in the direction sought with a large enough effect; inconclusive = small, poorly fitted or top-dose-only effect, or another doubt; inactive = no such curve, though single readings can be large; an effect the other way counts as inactive or inconclusive.

SMILES	12-LOX inh	PI4K2A inh	RGS4 inhibitor	G9a block	BAZ2B inh	HP1b chromo inh	JMJD2A Tudor inh	ERG-DNA inh	GLS inhibitor
CC(C)[C@H](NC(=O)OCc1ccccc1)C(=O)OCc1ccccc1	24%&-21%	4	20%	70%[activator][59 µM]	107%[activator]	140%[activator]	86%[activator]	2%	0%
COCCn1nnnc1C(c1cccs1)N1CCN2CCCC2C1 (configuration not stated)	?	-6	?	10%	-3%	-20%	?	-12%	4%
Cc1ccc(-c2cc(Cc3cccs3)c(=O)[nH]n2)cc1	?	-6	7%	5%	-20%	34%	-17%	10%	-11%
C=CCN(CC=C)C(=O)Nc1cc(Cl)ccc1OC	0%	-3	5%	10%[12.7 µM]	10%	60%[activator]	10%	4%	1%
Cc1csc(CNC(=O)C2CCC(=O)N(CCc3cccc(F)c3)C2)n1 (configuration not stated)	19%	-5	17%	53%[activator]	1%	21%	-7%	-2%	-1%
CCCC(C(=O)NC1CCCCC1)N(Cc1ccco1)C(=O)CNS(=O)(=O)c1ccccc1 (configuration not stated)	14%	2	15%[11.4 µM]	-37%[59 µM]	-12%	18%	-11%[11.4 µM]	9%	-20%
Cc1ccc(-c2nnn(CC(=O)N(Cc3cccs3)C(C(=O)NCC3CCCO3)c3ccco3)n2)o1 (configuration not stated)	1%	3	-7%	-42%	?	23%	-4%	-9%	-3%
CCn1c(SCC(=O)c2ccccc2)nnc1-c1cccs1	-2%	1	-15%	8%[12.7 µM]	-8%	13%	-13%	-17%	-3%
CC(CCc1ccccc1)NC(=O)CNC(=O)COc1ccccc1 (configuration not stated)	-1%	9	2%	14%	5%	33%	-8%	-3%	4%
CNC(=S)NNC(=O)c1cccs1	393%[activator]	3	-13%	-6%	1%	48%[activator]	2%	-3%	?
CCc1ccccc1NC(=O)c1cc2c(Cl)nc3ccccc3c2s1	-27%	-1	-9%	4%[59 µM]	1%	51%[activator]	2%	2%	6%
CC(NCCc1ccc(O)cc1)C(O)c1ccc(O)cc1 (configuration not stated)	-2%&0%	2	-7%	-45%[59 µM]	-25%	32%	-14%	-12%	28%
COc1cc(/C=N/Nc2nc(=O)[nH]nc2C)cc([N+](=O)[O-])c1O	12%	-6	-2%	-47%[59 µM]	-13%	4%[57 µM]	-10%	-4%	30%
CC(=O)Nc1ccc(S(=O)(=O)NNC(=O)COc2ccc(C(C)(C)C)cc2)cc1	1%	2	-27%	?	-2%	26%	?	-6%	20%
COc1ccc(C(=O)NCC(=O)N/N=C/c2ccc([N+](=O)[O-])s2)cc1OC	-18%	5	-1%	-10%[59 µM]	?	9%	-31%	16%	-3%
CCOC(=O)CSc1nnc(Cc2ccccc2)n1Cc1ccco1	0%	-2	-16%	?	-7%	22%	-24%	-6%	-14%
CCc1nc2ccc(C(=O)Nc3nnc(C)s3)cc2nc1CC	-2%	-8	-8%	-23%	-14%	-12%	-8%[11.4 µM]	7%	3%
Cc1cc(C)cc(C(=O)Nc2nnc(SCC(=O)NCC3CCCO3)s2)c1 (configuration not stated)	-3%	3	-29%	-40%	-24%	33%	-3%	?	-1%
COC(=O)c1cnn(-c2nc3c(C)cccc3s2)c1C	0%	1	39%	10%[59 µM]	10%	28%	-4%	2%	4%
CC(C)C[C@H]1CN=C(Nc2ccccc2)N1CC1CCC(C(C)(C)C)CC1 (some centres not stated)	.	-4	13%	-3%[2.33 µM]	0%	18%	-12%	-3%	1%
Cc1ccccc1Cn1c(SCc2ccc(C(=O)NC3CCCC3)cc2)nc2ccncc21	-13%	-1	6%	?	-8%	38%[activator]	-24%	-2%	0%
COc1ccc(Cl)cc1S(=O)(=O)N(C)CC(=O)N1CCOCC1	45%[activator]	1	12%	10%	4%	1%	-8%	1%	12%
COc1ccc(S(=O)(=O)Nc2cccc3c2O[C@H](CN(C)C(=O)Nc2ccc4c(c2)OCO4)[C@@H](C)CN([C@H](C)CO)C3=O)cc1	-23%	3	-3%	.	.	9%	-35%	2%	13%
O=C(O)CNC(=S)N(Cc1ccccc1)Cc1cccs1	0%	4	-31%	0%	-5%	54%[activator]	-15%	6%	-9%
CCCCn1cc(S(=O)(=O)c2ccc(OC)cc2)c(=O)c2cc(F)c(N3CCCC3)cc21	-12%	-7	2%	-3%[59 µM]	1%	41%[activator]	-10%	1%	-1%
SMILES	12-LOX inh	PI4K2A inh	RGS4 inhibitor	G9a block	BAZ2B inh	HP1b chromo inh	JMJD2A Tudor inh	ERG-DNA inh	GLS inhibitor
COc1cc(C(=O)N(Cc2cc3cc(C)ccc3[nH]c2=O)CC2CCCO2)cc(OC)c1OC (configuration not stated)	0%	2	13%	-5%	-1%	17%	-5%	5%	-8%
COC(=O)Cc1c(C)c2ccc(OCC(=O)NC3CCS(=O)(=O)C3)cc2oc1=O (configuration not stated)	-25%	-1	-5%	.	-1%	20%	-15%	4%	0%
NC(=O)N1CCN(C(=O)c2ccco2)CC1	0%	3	10%	2%[12.7 µM]	2%	30%	-2%	-17%	1%
Cc1ccccc1NP1(=O)OCCCN1Cc1ccccc1Cl (configuration not stated)	1%	-5	21%	.	.	36%	-19%	.	-14%
O=C(NN=C1CCCCCC1)c1c[nH]c2ccccc12	-6%	-6	7%	6%[59 µM]	6%	0%	-9%	6%	17%
O=C(NCCO)C(=O)NCC1CCCN1S(=O)(=O)c1cccs1 (configuration not stated)	-6%	1	4%	-6%	10%	5%	-16%	8%	0%
Cc1cc(C)n2c(=O)[nH]nc2c1	-4%	12	-10%	.	.	48%[activator]	-8%	6%	34%[activator]
CCNc1nc(Oc2ccc(=O)n(-c3ccccc3)n2)nc(N(C)C)n1	-20%&1%	1&-3	18%&17%	-5%[59 µM]	0%&-9%	35%&38%	-9%&10%	2%&-1%	-4%&4%
O=c1c2ccccc2n2nnnc2n1-c1ccccc1	21%	3	-4%	-24%[59 µM]	-10%	23%	-7%	2%	2%
Cc1ccc(C)c(/C=C(\C(=O)O)c2ccc(S(=O)(=O)N3CCCCC3)s2)c1	?	-2	-8%	?	.	14%	?	9%	5%
CC(=O)Nc1cccc(-c2csc(Nc3ccccn3)n2)c1	-17%	0	-24%	16%[0.0925 µM]	-11%	6%	?	.	-1%
CC(C)C(NS(=O)(=O)c1cccc2nsnc12)C(=O)NCCC1=CCCCC1 (configuration not stated)	-20%	0	-2%	-9%	-1%	16%	-14%	-3%	10%
CCc1ccc(S(=O)(=O)NCc2nc3cccnc3n2Cc2ccccc2Cl)cc1	-17%	-2	-19%	-6%[59 µM]	6%	27%[57 µM]	-10%	2%	2%
COc1ccccc1NC(=O)CSc1nnc(-c2cccc(Cl)c2)o1	-6%	4	7%	1%[59 µM]	0%	29%	-24%	4%	-3%
CCOC(=O)c1ccc(NC(=O)COc2ccc(CNCCO)cc2OCC)cc1	-8%	-26	11%	12%[12.7 µM]	-4%	18%	-17%	-8%	0%
O=C(c1cc(COc2ccc(F)cc2Cl)on1)N1CCN(C2CCCCC2)C(=O)C1	-3%	-1	5%	-2%	-4%	27%	-19%	-2%	-2%
Cc1nn(C)cc1C(C(=O)NC1CCCCC1)N(Cc1ccccc1Cl)C(=O)c1cnccn1 (configuration not stated)	-1%	2	-14%	-12%	-17%	31%	0%	-3%	-3%
C=CCn1c(=O)c(C(=O)Nc2ccccc2C(=O)OCC)c(O)c2ccccc21	4%	-1	3%	-9%[59 µM]	2%	35%[activator]	-5%	-1%	2%
CCNC(=O)/C(C#N)=C/c1c(N2CCN(c3ccccc3)CC2)nc2c(C)cccn2c1=O	?	1	12%	-13%[2.33 µM]	-1%	?	?	7%	-3%
COC(=O)C1CCN(C(=O)C2CCC(=O)N(CCCc3ccccc3)C2)CC1 (configuration not stated)	-1%	3	24%	11%	-10%	29%	-19%	-2%	-8%
CC(OC(=O)CN1C(=O)NC2(CCCC2)C1=O)C(=O)c1ccc(C(C)(C)C)cc1 (configuration not stated)	17%	1	20%	19%[0.501 µM]	-1%	3%	-22%	4%	9%
COc1ccccc1-c1nn2c(C3COc4ccccc4O3)nnc2s1 (configuration not stated)	?	1	?	3.5µM*	-23%	-38%	-36%	-5%	.
Cc1cc(C)n2ncc(C(=O)NCc3ccccc3)c2n1	2%	-2	10%	7%	-17%	28%	-13%&2%	0%	?
COc1ccc(Cl)cc1Nc1sc(C(=O)c2ccccc2)c(N)c1C(=O)Nc1ccccc1	?	-6	-49%	16µM*	?	?	?	-3%	2%
COc1ccc(CCNC(=O)C2CCCN(S(=O)(=O)c3cc(C)ccc3OC)C2)cc1OC (configuration not stated)	2%	1	14%	.	-11%	34%	-1%	-17%	-7%

Single records, as listed above. Order of values: 12-LOX inh, PI4K2A inh, RGS4 inhibitor, G9a block, BAZ2B inh, HP1b chromo inh, JMJD2A Tudor inh, ERG-DNA inh, GLS inhibitor
Profile of COc1cc(C(=O)N(Cc2cc3cc(C)ccc3[nH]c2=O)CC2CCCO2)cc(OC)c1OC (configuration not stated) → 0%, 2, 13%, -5%, -1%, 17%, -5%, 5%, -8%
Profile of Cc1cc(C)n2ncc(C(=O)NCc3ccccc3)c2n1 → 2%, -2, 10%, 7%, -17%, 28%, -13%&2%, 0%, ?
Profile of Cc1nn(C)cc1C(C(=O)NC1CCCCC1)N(Cc1ccccc1Cl)C(=O)c1cnccn1 (configuration not stated) → -1%, 2, -14%, -12%, -17%, 31%, 0%, -3%, -3%

Only part of the results is shown (hit frequency here may not be typical).
